# GLP1R ag – qHTS of GLP-1 Receptor Agonists; Glucagon-like peptide 1 receptor (Homo sapiens), P43220; HEK293 GLP-1R CRE-luciferase, luminescence, 4-6 h; cells express a hypersensitive GLP-1R form; Potency, µM (doses to about 45.6 µM), without a hit: at the top dose activation, most hits filed as activators; actives 0.007% (n = 380,000); note: potency is the fitted concentration of half-maximal effect; % of control where 0% means no effect
# PTHR1 agonist – qHTS for PTHR1 Agonists: Primary Screen; Parathyroid hormone/parathyroid hormone-related peptide receptor (Homo sapiens), Q03431; HEK293 GP2 PTHR1 cells, GloSensor cAMP luminescence, 1 h; Potency, µM (top dose mostly 115 µM), for the others: at the highest dose activation, usual class: activators; actives 0.075% (n = 410,000); AID 743266, 2014; note: potency is the fitted concentration of half-maximal effect; nearly all actives have a fitted effect of over 55% in size; some results filed as inactive show a strong effect at the top dose; inactives centre near -15; many of its hits are not listed in these tables
# Target sequence (Q03431 whole entry, looked up): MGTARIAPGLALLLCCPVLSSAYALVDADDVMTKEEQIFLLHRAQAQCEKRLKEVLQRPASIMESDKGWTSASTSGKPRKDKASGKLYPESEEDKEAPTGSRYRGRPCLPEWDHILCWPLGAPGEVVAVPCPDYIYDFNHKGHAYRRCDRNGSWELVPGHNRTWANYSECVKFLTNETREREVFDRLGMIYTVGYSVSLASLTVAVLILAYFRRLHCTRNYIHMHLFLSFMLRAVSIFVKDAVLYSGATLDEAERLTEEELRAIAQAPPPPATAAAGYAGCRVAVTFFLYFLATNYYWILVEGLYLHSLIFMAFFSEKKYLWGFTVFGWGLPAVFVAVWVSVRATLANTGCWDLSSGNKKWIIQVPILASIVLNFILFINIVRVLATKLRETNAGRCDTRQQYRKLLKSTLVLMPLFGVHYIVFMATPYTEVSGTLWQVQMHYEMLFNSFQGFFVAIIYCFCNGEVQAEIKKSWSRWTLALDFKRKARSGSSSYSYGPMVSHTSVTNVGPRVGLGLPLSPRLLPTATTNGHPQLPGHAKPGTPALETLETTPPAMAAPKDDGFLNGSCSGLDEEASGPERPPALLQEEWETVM
#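 HEK-293-derived GP2 cells expressing PTHR1 and a GloSensor cAMP reporter, 3,000/well, plated overnight, given luciferin plus IBMX (each 0.5 mM as added) for 1 h at 37 °C, then compound for 1 h at 37 °C. Luminescence was read after 15 min at room temperature.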
# GLP-1R inv ag – qHTS of GLP-1 Receptor Inverse Agonists (Inhibition Mode). Glucagon-like peptide 1 receptor (Homo sapiens), P43220. HEK293 GLP-1R CRE-luciferase, luminescence, 24 h; GLP-1R form is constitutively active. Potency, µM (titrated, usually from 38.3 µM), for inactives: at the highest dose activity change, negative = inhibition, usual class: inhibitors. actives 1.6% (n = 410,000); note: potency is the fitted concentration of half-maximal effect; % is set by controls: 0 for no effect and ±100 for the full control effect; nearly all actives have a fitted effect of over 55% in size
#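 Readout was luciferase luminescence, measured 12 min after detection reagent at room temperature. Beforehand, GLP-1R reporter HEK293 cells had sat 12 h, then received compounds for 24 hr at 37 deg C.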
# D3 antag – qHTS of D3 Dopamine Receptor Antagonist: qHTS; AID 652054, 2013; D(3) dopamine receptor (Homo sapiens), P35462; D3R cells, DiscoveRx beta-arrestin luminescence, antagonist mode; active compounds read low; actives 2.5% (n = 360,000); max response, negative = inhibition, %; in the data active = max response below about -50%; inconclusive = no clear call, values can overlap the other calls; note: % is set by controls: 0 for no effect and ±100 for the full control effect; mostly tested at two doses, the higher about 12 µM
# Target sequence (P35462 whole entry, looked up): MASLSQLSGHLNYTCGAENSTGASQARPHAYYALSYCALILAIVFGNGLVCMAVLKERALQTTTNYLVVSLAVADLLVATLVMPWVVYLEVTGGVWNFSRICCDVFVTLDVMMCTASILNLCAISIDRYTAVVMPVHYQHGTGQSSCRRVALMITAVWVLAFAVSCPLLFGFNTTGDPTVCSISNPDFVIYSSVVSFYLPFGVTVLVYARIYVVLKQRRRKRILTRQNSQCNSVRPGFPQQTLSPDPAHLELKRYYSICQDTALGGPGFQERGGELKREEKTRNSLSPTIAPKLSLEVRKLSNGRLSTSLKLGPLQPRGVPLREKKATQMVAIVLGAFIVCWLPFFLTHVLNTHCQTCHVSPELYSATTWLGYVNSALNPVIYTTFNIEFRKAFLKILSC
#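 Cells expressing the human receptor were seeded at 1500 cells/well, incubated overnight at 37 degrees C in 5% CO2, then exposed to library compounds with dopamine controls for 90 minutes at 37 degrees C before luminescent detection.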
# TDP43 rescue – qHTS of TDP-43 Inhibitors; TDP-43 expressing yeast growth rescue, BacTiter-Glo, 24 h; Potency, µM (highest dose often 46.1 µM), for the others: top-dose growth rescue (activation), hits mostly activators; actives 1.8% (n = 410,000); AID 652104, 2013; note: potency is the fitted concentration of half-maximal effect; % of control where 0% means no effect; nearly all actives have a fitted effect of over 50% in size
#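 In this qHTS, compounds that restore growth of yeast expressing TDP-43 appear as activators. Cells (OD600=0.02, galactose medium, raffinose-pregrown) are incubated with compound 24 hr at 30 deg C and growth is quantified by BacTiter-Glo.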
# GLP1R cytotox – qHTS of GLP-1 Receptor Inverse Agonists: Cytotox Screen; HEK293 cAMP-luciferase reporter cells, luminescence, 24 h; Potency, µM (top dose mostly 38.3 µM), without a hit: at the highest dose activity change, negative = inhibition, usual class: inhibitors; actives 0.13% (n = 410,000); AID 624418, 2012;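 note: loss of luciferase light is scored as toxicity; potency is the fitted concentration of half-maximal effect; % is set by controls: 0 for no effect and ±100 for the full control effect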
#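 Step one: seed cells (200 cells/uL, DMEM with 10% Nu serum, 1% pen-strep). Step two: 12-hour incubation at 37 deg C. Step three: pin 23 nL compound, incubate 24 hr. Step four: add luciferase reagent, read luminescence 12 min later.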
# aSyn yeast inh – qHTS of alpha-syn Inhibitors | Yeast expressing alpha-synuclein, growth rescue, BacTiter-Glo, 24 h | Potency, µM (titrated, usually from 46.1 µM), for inactives: top-dose growth rescue (activation), hits mostly activators | actives 0.14% (n = 370,000) | AID 652106, 2013; note: potency is the fitted concentration of half-maximal effect; % of control where 0% means no effect; nearly all actives have a fitted effect of over 65% in size
#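 Screening used galactose-induced yeast with toxic alpha-synuclein levels, exposed to compound for 24 hr at 30 deg C. Cell growth, read with BacTiter-Glo luminescence, gave the measured signal.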
# KB-V1 MDR tox – qHTS assay for MDR1-selective chemotherapeutics: Primary screen using the drug-selected MDR subline cells KB-V1. actives 3.4% (n = 400,000). Potency, µM (series often up to 46.1 µM), without a hit: at the top dose activity change, negative = cytotoxicity, most hits filed as cytotoxic. AID 1347076, 2019. KB-V1 MDR cells viability, CellTiter-Glo, 72 h; note: potency is the fitted concentration of half-maximal effect; % is set by controls: 0 for no effect and ±100 for the full control effect; nearly all actives have a fitted effect of over 60% in size
#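 Luminescent ATP read-out (CellTiter-Glo, 10 min) measures survival of drug-selected KB-V1 MDR cells after 72 h, 37 degrees C compound exposure. Medium: phenol-red-free DMEM, 10% FBS. Values from fitted concentration-response curves.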
# DRD3 agonist – qHTS of D3 Dopamine Receptor Agonist: qHTS; D(3) dopamine receptor (Homo sapiens), P35462; D3R DiscoveRx beta-arrestin cells, luminescence, 90 min; max activation, %; actives 0.58% (n = 410,000); in the data active = max activation above about 30%; note: 0% is about no effect; mostly tested at two doses, the higher about 12 µM
#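 Agonist mode: compounds and dopamine controls were applied to plated cells for 90 min at 37 degrees C after an overnight attachment at 1500 cells/well. Luminescent read-out followed 30 - 60 minutes at room temperature with DiscoveRx detection reagent.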
# * = called active by the depositor; i = inactive; ? = inconclusive; nt = not tested or not shown; & = joins results of further samples; [ ] = remark or other dose. Unless noted, calls come from the whole dose curve; as a rule, active = well fitted curve in the direction sought with a large enough effect; inconclusive = small, poorly fitted or top-dose-only effect, or another doubt; inactive = no such curve, though single readings can be large; an effect the other way counts as inactive or inconclusive. Only part of the results is shown (hit frequency here may not be typical).
SMILES,GLP1R ag,PTHR1 agonist,GLP-1R inv ag,D3 antag,TDP43 rescue,GLP1R cytotox,aSyn yeast inh,KB-V1 MDR tox,DRD3 agonist
Cc1ccc(C(=O)N2CCN(c3ccc(NC(=O)c4cccnc4Cl)cc3)CC2)cc1,10%,-12%,-13%,3,3%,0%,5%,?,-3
COc1ccc(CN(C(=O)c2ccc(-c3ccccc3)[nH]2)C(C(=O)NCC2CCCO2)c2ccc(C)o2)cc1 (stereo not drawn),-9%,-40%[inhibitor],?,13,11µM*,-3%,27%,?,6
Cc1ccc(Cc2c(C3CCCCC3)nc3ccc(Br)cn23)cc1,0%,-17%,?,-6,14%,-16%,12%,15%,-9
COc1ccc2[nH]c(C(=O)NCc3ccc4c(c3)OCO4)cc2c1,6%,-22%,-9%,-14,24%,0%,8%,-16%,1
COc1ccc(S(=O)(=O)N(C)CC(=O)N2CCCCC2)cc1Cl,5%,-17%[57.5 µM],2%,6,10%,-2%,0%,3%,-2
COc1ccc(OC)c(S(=O)(=O)NCC(c2cccs2)S(=O)(=O)c2ccc(F)cc2)c1 (stereo not drawn),nt,i,-18%,nt,0%,1%,nt,nt,-1
CC12CCC(C)(c3nc4ccccc4nc31)C2(C)C,3%,-22%,?,-1,7%,-7%,-5%,-1%,0
O=S(=O)(c1cccc(-c2nnco2)c1)N1CCOCC1,1%,-21%,-3%,?,0%,7%,-4%,4%,-14
CC1CN(CCCCOc2cccc(Oc3ccccc3)c2)CC(C)O1 (stereo not drawn),1%,-33%[inhibitor],-21%[7.66 µM],?,25%,-3%[7.66 µM],9%,?,-13
COCC(=O)Nc1ccc(S(=O)(=O)NCCc2ccccc2)cc1,5%,-22%,0%,17,11%,0%,0%,-1%,-2
CCOC(=O)c1c(-c2ccc(N(C)C)cc2)oc2c1C(OC)CC2 (stereo not drawn),0%,i,3%,1,27%,3%,-13%,0%,0
CCCCOc1cccc(C2C(C(=O)c3cccs3)=C(O)C(=O)N2Cc2cccnc2)c1 (stereo not drawn),-12%,-20%,3%,5,12%,-2%,-14%,-4%,-1

# The final 4 records of the part before open the next one:
SMILES,GLP1R ag,PTHR1 agonist,GLP-1R inv ag,D3 antag,TDP43 rescue,GLP1R cytotox,aSyn yeast inh,KB-V1 MDR tox,DRD3 agonist
CC1CN(CCCCOc2cccc(Oc3ccccc3)c2)CC(C)O1 (stereo not drawn),1%,-33%[inhibitor],-21%[7.66 µM],?,25%,-3%[7.66 µM],9%,?,-13
COCC(=O)Nc1ccc(S(=O)(=O)NCCc2ccccc2)cc1,5%,-22%,0%,17,11%,0%,0%,-1%,-2
CCOC(=O)c1c(-c2ccc(N(C)C)cc2)oc2c1C(OC)CC2 (stereo not drawn),0%,i,3%,1,27%,3%,-13%,0%,0
CCCCOc1cccc(C2C(C(=O)c3cccs3)=C(O)C(=O)N2Cc2cccnc2)c1 (stereo not drawn),-12%,-20%,3%,5,12%,-2%,-14%,-4%,-1
CC(C)c1onc(C(=O)Nc2ccc3c(c2)OCO3)c1[N+](=O)[O-],-6%,i,-9%,?,?,4%,-3%,13%,-4
O=C(O)CCC(=O)Nc1ccc(S(=O)(=O)N2CCCC2)cc1,-11%,?,7%,10,-10%,-22%,0%,0%,5
CS(=O)(=O)N1CCC(NC(=O)Nc2ccc(OC(F)(F)F)cc2)CC1,-1%,-25%,?,10,-2%,?,-4%,-2%,-13
O=C(Nc1ccc(F)c(F)c1)C1CCCN(S(=O)(=O)c2cnc[nH]2)C1 (stereo not drawn),1%,-25%,-11%,0,7%,8%,-4%,12%,-3
O=C1C(C=NCCCN2CCOCC2)=C(O)c2ccccc21,3%,i,1%,-4,15%,-8%,3%,1%,3
Cc1cc(C(=O)Nc2ccon2)cs1,5%,-7%,4%,10,-3%,-6%,-1%,-12%,5
N=c1sccn1CC(=O)Nc1cc(Cl)ccc1[N+](=O)[O-],3%,i,29%,-14,-4%,-13%,3%,-1%,-9
O=C(COC(=O)CNC(=O)c1ccccc1F)Nc1ccc2c(c1)OCO2,-1%,i,11%,-1,9%,-7%,-6%,26%,9
OCCNCc1cccc2ccccc12,-1%,i,-34%,-22,-2%,-1%,-6%,0%,-13
CN1CCN(C(=O)c2cccc(S(=O)(=O)N3CCCCC3)c2)CC1,-1%,-8%[57.5 µM],8%,-17,-5%,2%,-4%,-23%,0
CCOc1ccc(NC(=S)NS(=O)(=O)c2cc(Br)ccc2OCC)cc1,7%,-16%,-12%,-7,?,-9%,14%,0%,-3
CC1CN=C(NC2CCCCC2C)S1 (stereo not drawn),-10%,-6%[57.5 µM],-11%,4,-11%,-4%,-1%,5%,9
CC1CCCCN1CCCNC(=O)CN1C(=O)c2cccnc2Oc2ccccc21 (stereo not drawn),0%,-40%&12%[inhibitor],-19%&5%,0,-11%&0%,0%&10%,-2%,?,-2&-13
COc1ccccc1CNC(=O)C1CCN(S(=O)(=O)c2ccc3c(ccn3C)c2)CC1,nt,-33%[inhibitor],8%,nt,1%,-6%,nt,0%,-9
Nc1cc(C(F)(F)F)ccc1OCC1CCCO1 (stereo not drawn),2%,-22%,23%,-9,2%,-1%,-2%,-5%,4
O=C(COc1nc2ccccc2nc1N1CCOCC1)NC1CCCCC1,0%,-17%,9%,0,3%,10%,-8%,-8%,-3
Cc1cc(S(=O)(=O)N2CCCOC2CNC(=O)C(=O)NCc2ccco2)ccc1F (stereo not drawn),5%,-4%,-18%,-8,0%,3%,-4%,?,-4
N/C(=N\OC(=O)Cc1ccccc1)c1cccc(Br)c1,1%,i,-13%[7.66 µM],10,?,1%[7.66 µM],-20%,-1%,-2
COC(=O)c1c(NC(=O)C2CCCCC2)sc2c1CCN(C(C)C)C2,-1%,i,?,?,22%,-15%,2%,?,-11
CSc1nc2sc3c(c2c(=O)n1Cc1ccccc1)CCC(C(C)(C)C)C3 (stereo not drawn),nt,-20%,1%,nt,?,8%,nt,?,1
CCN=C1S/C(=C\c2cn(CC)c3ccccc23)C(=O)N1CC,14µM*,-1%,?,33,18µM*,-9%,9%,-1%,9
Cc1ccc(N2CCCn3c2cc(C)c(C#N)c3=O)cc1Cl,-1%,i,-2%,8,-13%,2%,0%,-9%,-13
CCn1c(C)cc2c(c1=O)C(c1ccccc1Br)C(C#N)=C(N)O2 (stereo not drawn),-5%,-2%[57.5 µM],-7%,31,8%,-11%,-4%,?,0
O=C(O)CCCCCNC(=O)C(=O)C1C(=O)Nc2ccccc21 (stereo not drawn),-2%,-5%,39%[activator],-2,-19%,-1%,-2%,3%,-5
COc1ccc(CNC(=O)c2ccc(-c3nc(CSc4ccccc4)c(C)o3)cc2)cc1OC,nt,-14%,-12%,nt,-12%,6%,nt,-5%,-5
O=C(CCCNC(=O)c1ccc(Cl)cc1)OCc1cccc(Br)c1,7%,i,?,6,?,-1%,-16%,-8%,-7
Cn1c(C(=O)N(Cc2ccccc2)Cc2cccs2)cc2sccc21,-6%,0%,-25%,-11,-5%,7%,1%,15µM*,-5
CC(C)(C)OC(=O)N1CCC(c2c(C(=O)NCCN3CCC(Cc4ccccc4)CC3)cnn2-c2ccc(F)cc2)CC1,nt,-16%,?,nt,24%,?,nt,?,-16
Cc1cc(C(=O)N/N=C/c2cccc(OC(=O)c3cccc(Br)c3)c2)n[nH]1,-5%,20%,13%,1,?,-19%,-1%,-23%,-12
CC(=O)Nc1ccc(Nc2nc(-c3ccccc3)nc3ccccc23)cc1,7%,-22%,-15%,69,17%,0%,-5%,?,-9
CCc1nc(NCCc2ccccn2)c2nnn(Cc3ccccc3F)c2n1,22%,i,?,21,8%,-14%,6%,0%,1
Cc1ccc(Cc2c(-c3ccc(Br)cc3)nc3cc(C)ccn23)cc1,-6%,-10%,2%,1,?,-30%,0%,-22%,-1
O=C(COC(=O)CCCN=C1NS(=O)(=O)c2ccccc21)NC(=O)NC1CCCC1,4%,-2%,-9%,9,20%,3%,-1%,-1%,-6
CCOC(=O)C1=C(C)NC(C)=C(C(=O)OCC)C1c1ccc([N+](=O)[O-])s1,6%&5%,-33%&-18%[inhibitor],?,0&-27,?,-15%&5%,0%&-4%,?,-11&-15
OCC1(CO)COC2(CCCC2)N1,1%,-22%,0%,7,-18%,11%,-2%,16%,0
Cc1ccc(C)c(NS(=O)(=O)c2ccc3oc(=O)ccc3c2)c1,-5%,-25%,-4%,15,13%,4%,3%,-1%,1
Cc1cc2ccccc2c(=O)n1CC(=O)NCC(=O)N(C)C1CCCCC1,-4%,-19%,-8%,5,7%,-6%,0%,4%,1
Cc1cccc(C(=O)N(C)c2nnc(-c3ccncc3)s2)c1,3%,i,9%,16,-14%,-14%,8%,-9%,0
Cc1ccc(C)c(-c2csc(N)c2C(=O)OC(C)C)c1,-16%,-6%,?,7,?,?,-11%,-20%,5
COCCNC(=O)C(c1ccc(C)o1)N(Cc1ccccc1)C(=O)Cn1nnc2ccccc21 (stereo not drawn),5%,i,0%,26,8%,-1%,-1%,-14%,6
COc1ccc(C(=O)CC(=O)c2ccccc2O)cc1OC,29%,-19%,27%,1,4%,178%[activator],-11%,?,4
CN(Cc1nc(-c2cnccn2)no1)CC1CCN(Cc2ccccc2)CC1,4%,11%,-9%,0,20%,3%,0%,6%,-5

# Screening results as filed in PubChem.
